# TPT1 inh: Candida albicans TPT1 enzyme inhibitors, primary screen, biochemical, fluorescence polarization. tRNA 2'-phosphotransferase TPT1 (Candida albicans SC5314). recombinant caTPT1, FP RNA substrate dephosphorylation. inhibition, % at 5 µM. 0.81% of 300,000 active. AID 1962, 2009;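 active = inhibition above the mean of all tested compounds plus 3 SD, set per screening campaign, cut at about 24% in these data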;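 note: plate controls were DMSO alone for no effect and ferristatin control at 100 nM for full effect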
# PP5 inh: PP5 phosphatase inhibitors, primary screen, biochemical, fluorescence; Serine/threonine-protein phosphatase 5 (Homo sapiens), P53041; purified PP5c, OMFP substrate fluorescence; inhibition, % at 6.7 µM; 0.18% of 320,000 active; AID 1987, 2009;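 active = inhibition above the campaign's mean inhibition across all tested compounds plus 3 SD, cut at about 9.5% in these data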;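 note: 0% = DMSO only and 100% = 100 µM cantharidin control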
# Target sequence (P53041 whole entry, looked up): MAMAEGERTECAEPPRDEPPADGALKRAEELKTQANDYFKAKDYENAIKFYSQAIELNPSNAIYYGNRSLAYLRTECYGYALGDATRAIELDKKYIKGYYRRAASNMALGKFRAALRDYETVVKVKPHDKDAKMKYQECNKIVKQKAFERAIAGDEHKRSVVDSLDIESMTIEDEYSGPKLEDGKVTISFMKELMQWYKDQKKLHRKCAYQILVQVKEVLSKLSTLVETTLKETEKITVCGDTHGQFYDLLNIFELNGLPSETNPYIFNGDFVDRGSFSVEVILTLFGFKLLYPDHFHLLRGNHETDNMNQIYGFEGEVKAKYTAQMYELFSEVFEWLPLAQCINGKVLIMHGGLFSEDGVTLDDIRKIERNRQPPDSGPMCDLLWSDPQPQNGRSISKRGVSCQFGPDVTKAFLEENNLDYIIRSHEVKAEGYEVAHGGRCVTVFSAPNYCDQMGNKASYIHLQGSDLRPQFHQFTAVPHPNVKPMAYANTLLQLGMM
# ZTA DNA inh: ZTA (EBV) inhibition in EBNA-1 counter-screen | ZTA-DNA binding, fluorescence polarization | inhibition, % at 11 µM | 0.15% of 320,000 active; in the data active = inhibition above about 33%
# Target sequence (P03206 whole entry, looked up): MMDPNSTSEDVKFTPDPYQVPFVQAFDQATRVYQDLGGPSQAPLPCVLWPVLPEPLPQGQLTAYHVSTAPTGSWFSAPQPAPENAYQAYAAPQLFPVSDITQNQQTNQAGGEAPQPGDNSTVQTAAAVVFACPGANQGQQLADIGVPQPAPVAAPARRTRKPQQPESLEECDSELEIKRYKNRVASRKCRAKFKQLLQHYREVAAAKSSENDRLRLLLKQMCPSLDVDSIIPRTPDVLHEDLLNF
# Fh CTSL1 inh: Fasciola hepatica cathepsin L1 inhibitors, primary screen, counter-screen for PFM18AAP inhibitor project, biochemical, QFRET, fluorogenic peptide substrate. recombinant F. hepatica cathepsin L1, Z-Leu-Arg-MCA fluorescence. inhibition, % at 5.96 µM. 0.49% of 300,000 active;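 active = inhibition above the mean of all tested compounds plus 3 SD, set per screening campaign, cut at about 17% in these data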;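 note: 0% = plate median of test compound wells and 100% = 1 µM Z-Phe-Ala-diazomethylketone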
# Efflux pump inh: inhibitors of Candida efflux pumps in yeast, primary screen, S. cerevisiae, Nile Red, multiplex; inhibition, % at 10 µM; S. cerevisiae Candida pump triplex; 0.44% of 330,000 active;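 active = plate passing quality check with inhibition over a set limit, or well fluorescence over plate mean plus 4 SD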;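 note: Nile Red retained in pooled yeast measured as flow cytometry median fluorescence; 0% = buffer negative control and 100% = Enniatin B positive control; higher means more Nile Red kept so more efflux inhibition; some compounds called inactive have numbers as strong as hits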
# HCV core dimer: inhibitors of HCV core protein dimerization, primary screen, biochemical, TR-FRET, high-throughput; inhibition, % at 5 µM; TR-FRET GST/Flag-core106 dimerization, 1536-well; 0.33% of 300,000 active;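 active = inhibition above the mean of all tested compounds plus 3 SD, set per screening campaign, cut at about 45% in these data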
#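 Assay system: Tagged HCV core106 pair (GST and Flag) | Buffer or medium: KF-containing HEPES buffer, pH 7.45, DTT, CHAPS, BSA | Also added: Eu donor and XL665 acceptor anti-tag antibodies | Dosing: One concentration, 5 µM, in 0.5% DMSO | Timing: 4 h at 22.5 °C | Technique: TR-FRET 671 and 617 nm emission | Repeats: Singlicate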
# PREPL inh: PREPL enzyme inhibitors, primary screen, biochemical, fluorescence polarization | Prolyl endopeptidase-like (Homo sapiens), Q4J6C6 | recombinant PREPL, fluorescence polarization activity-based probe | inhibition, % at 5.96 µM | 0.68% of 320,000 active | AID 2751, 2010; in the data active = inhibition above about 43%;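 note: 0% = enzyme with DMSO and 100% = wells lacking enzyme; many of its hits are not listed in these tables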
# PP1 inh: PP1-alpha phosphatase inhibitors, primary screen, counter-screen for PP5 inhibitor project, biochemical, fluorescence, OMFP substrate, single point; 0.9% of 320,000 active; AID 2235, 2010; purified PP1alpha; inhibition, % at 6.7 µM;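 active = inhibition above the mean inhibition of all tested compounds plus 3 SD, computed separately for each screening campaign, cut at about 15% in these data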
# Target sequence (P62136 whole entry, looked up): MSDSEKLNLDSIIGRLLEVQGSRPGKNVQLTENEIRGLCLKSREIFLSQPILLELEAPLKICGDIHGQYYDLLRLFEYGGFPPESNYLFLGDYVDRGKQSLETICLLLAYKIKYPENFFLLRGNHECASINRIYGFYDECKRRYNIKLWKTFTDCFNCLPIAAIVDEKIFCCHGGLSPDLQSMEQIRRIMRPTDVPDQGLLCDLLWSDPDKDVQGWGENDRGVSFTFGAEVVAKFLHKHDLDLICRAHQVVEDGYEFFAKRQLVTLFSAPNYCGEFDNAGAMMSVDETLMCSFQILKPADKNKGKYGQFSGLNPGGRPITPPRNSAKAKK
# EBNA-1 inh: EBNA-1 DNA-binding inhibitors, primary screen, biochemical, fluorescence polarization. inhibition, % at 14.8 µM. 0.34% of 300,000 active. AID 1950, 2009; in the data active = inhibition above about 28%
# * marks the source's active call; other numbers are inactive results; x = no result given. Some of the compounds tested; count on the stated rates, not on these rows.
SMILES,TPT1 inh,PP5 inh,ZTA DNA inh,Fh CTSL1 inh,Efflux pump inh,HCV core dimer,PREPL inh,PP1 inh,EBNA-1 inh
CCc1nnc(NS(=O)(=O)c2ccc(NC(=S)NC(=O)c3ccc(OC)c(OC)c3)cc2)s1,1,2.1,16,3,0.1,8,-4,-6,2
CCN1CCN(c2ncnc3sc4c(c23)CCC(C)C4)CC1 (centres undefined),2,2.1,5,-5,0.3,5,3,-3,-7
CCC(C)NC(=O)c1c(N)n(/N=C/c2ccccn2)c2nc3ccccc3nc12 (centres undefined),1,0.8,-22,-1,0.1,-3,10,-1,-1
COc1ccc(C(F)(F)F)cc1N/C=C\c1nnnn1-c1ccc(C)cc1,-9,2.3,-1,3,-0.1,1,2,3,-2
CCCn1c2c(c(O)c(C(=O)Nc3ncccc3C)c1=O)CCCC2,-4,-0.5,15,-1,-0.1,5,1,3,6
CCOC(=O)C1=C(C)N=c2sc(=C(C)C)c(=O)n2C1c1ccc(N(C)C)cc1 (centres undefined),5,0.9,10,-1,0.1,3,10,-3,2
Cc1ccc(Cl)cc1NC(=O)Nc1cccs1,0,6.0,-6,-1,-0.1,1,8,-1,4
CC1CCN(C(=O)CCS(=O)(=O)c2cc3c(cc2Cl)NC(=O)CO3)CC1,2,-0.7,9,2,0.0,11,-6,-3,7
CC(C)c1ccc(/C=C2\Oc3c(ccc(O)c3CN3CCN(C)CC3)C2=O)cc1,37*,3.7,-7,3,-0.2,-7,3,-1,-7
Cc1cc(C)cc(OCC(=O)NNC(=O)CCC(=O)NCc2ccccc2)c1,-1,2.3,-4,-5,0.1,4,5,-2,6
Cc1ccc(S(=O)(=O)N2CCC(NC(=O)c3ccccc3)CC2)cc1,3,0.0,12,4,-0.1,2,2,-3,1
O=C(Nc1c[nH]c(=O)[nH]c1=O)c1ccc([N+](=O)[O-])cc1,-2,-0.3,12,2,-0.1,3,5,-7,-2

# Profiles as entered above. Values in the order: TPT1 inh, PP5 inh, ZTA DNA inh, Fh CTSL1 inh, Efflux pump inh, HCV core dimer, PREPL inh, PP1 inh, EBNA-1 inh
# `Cc1ccc(Cl)cc1NC(=O)Nc1cccs1` as listed: 0, 6.0, -6, -1, -0.1, 1, 8, -1, 4
# `CCc1nnc(NS(=O)(=O)c2ccc(NC(=S)NC(=O)c3ccc(OC)c(OC)c3)cc2)s1` as listed: 1, 2.1, 16, 3, 0.1, 8, -4, -6, 2
# `CCN1CCN(c2ncnc3sc4c(c23)CCC(C)C4)CC1` (centres undefined) as listed: 2, 2.1, 5, -5, 0.3, 5, 3, -3, -7
# `Cc1cc(C)cc(OCC(=O)NNC(=O)CCC(=O)NCc2ccccc2)c1` as listed: -1, 2.3, -4, -5, 0.1, 4, 5, -2, 6

# (further entries)
SMILES,TPT1 inh,PP5 inh,ZTA DNA inh,Fh CTSL1 inh,Efflux pump inh,HCV core dimer,PREPL inh,PP1 inh,EBNA-1 inh
COCCN=C1NN=C(c2ccc(C)c([N+](=O)[O-])c2)CS1,2,0.4,3,-7,0.1,-4,4,-4,-5
CCCS(=O)(=O)N1CCCC(C(=O)NCc2ccco2)C1 (centres undefined),-5,-2.0,-4,2,-0.2,-3,20,-4,7
CCCCN(CCCC)C(=O)/C=C/c1cccc([N+](=O)[O-])c1,-6,2.4,7,1,0.1,9,1,3,6
O=C(O)c1ccccc1CSc1ncn[nH]1,-1,0.7,8,1,-0.2,-1,-1,-2,9
O=C(NNC(=O)c1cc(Cl)ccc1O)c1cccc(S(=O)(=O)N2CCOCC2)c1,0,-0.4,7,3,0.0,-4,12,-6,-10
OC(Cn1nnc2ccccc21)Cn1c(C(F)(F)F)nc2ccccc21 (centres undefined),3,2.0,3,-2,0.0,-8,-5,0,0
O=C(CSc1ccc2nnc(CCNC(=O)c3ccc(F)cc3)n2n1)NCC1CCCO1 (centres undefined),-3,-1.1,6,-1,-0.1,-5,5,-1,10
Cc1nn(CC(=O)O)c(=O)c2ccccc12,2,1.2,-3,-2,-0.2,-2,6,1,5
c1ccc2[nH]c(CN3CCN(c4ncnc5c4oc4ccccc45)CC3)nc2c1,1,4.7,3,2,0.1,0,-57,6,7
COC(=O)CCCCCN1C(=O)NC(c2ccccc2)C(C(=O)OCc2ccccc2)=C1C (centres undefined),-3,6.2,4,1,x,-2,13,8,0
O=C(Nc1ccccc1N1CCCC1)C1CCN(S(=O)(=O)c2ccc(F)cc2)CC1,1,0.6,1,11,0.0,3,16,-5,3
Cc1ccc(N(C(=O)c2snc(C(N)=O)c2N)C(C(=O)NCCC(C)C)c2ccco2)cc1 (centres undefined),2,4.3,6,2,0.3,16,-3,4,4
COc1ccc(CO/N=C/c2c(C)[nH]c(=O)[nH]c2=O)cc1,-2,-0.8,8,0,0.0,1,1,-3,-4
CC1(C)Cc2ccccc2C(NNC(=O)c2ccncc2)=N1,-10,0.8,11,-3,0.3,3,13,-5,-10
N#Cc1c(N)nc(N2CCCC2)c(C#N)c1-c1ccc(Cl)cc1,-1,2.8,-2,3,-0.1,-7,4,1,6
CCOC(=O)c1oc2ccccc2c1NC(=O)Cc1cccs1,1,-0.6,2,4,0.1,-1,1,1,-2
O=C1OCCN/C1=C\C(=O)c1ccccc1,-4,1.4,-8,-1,-0.2,1,-3,-1,-4
O=C(N/N=C/c1c[nH]c2ccc(Br)cc12)c1ccccn1,0,2.7,7,1,0.0,1,16,0,2
O=c1c2ccccc2nnn1CSc1nnnn1-c1ccc(O)cc1,-4,2.8,-2,4,-0.1,-1,-8,2,1
CCc1nccn1S(=O)(=O)c1ccc(OC)c(C)c1C,1,-0.5,3,5,0.1,-3,-12,-6,5
Cc1ccc(NC(=O)CN(Cc2ccco2)Cc2ccccc2O)cc1C,0,5.0,-3,10,0.6,7,-5,3,0
NC(Cc1ccc(O)cc1)c1cn([C@@H](CCC(=O)O)C(=O)N2CCNCC2)nn1 (some centres undefined),-6,1.4,9,-3,0.1,-7,9,0,5
COc1ccc(CNC(=O)CN(CC2CCCO2)C(=O)CNS(=O)(=O)c2ccc(C)cc2)cc1 (centres undefined),-5,3.3,-6,-4,-0.1,-4,3,0,0
Cc1c(C(=O)NC(C)c2ccncc2)oc2ccccc12 (centres undefined),-3,-1.4,12,-1,0.0,-1,-2,-2,9
CCOC(=O)C1Nc2ccccc2C2c3ccccc3CC12 (centres undefined),1,-0.5,1,-2,0.1,-4,10,-2,-3
CCc1ccc(NC(=O)CSc2nnc(CC)c(CC)n2)cc1,-3,1.0,2,-2,-0.2,4,9,-5,-8
CCOC(=O)N1CCC2(CC1)C(C#N)=C(N)OC1=C2C(=O)CC(C)C1 (centres undefined),1,-1.4,-9,-1,0.0,0,-2,0,8
CCC(C)(C)c1nnc(NC(=O)CCC2CCCCC2)s1,0,-0.2,4,0,-0.1,5,-2,1,0
COc1ccc(C(=O)COC(=O)C(CC(C)C)N2C(=O)c3ccccc3C2=O)cc1 (centres undefined),-4,1.9,-6,4,-0.1,-8,4,2,8
O=C(NN1C(=O)NC2(CCCCC2)C1=O)c1ccc(Cl)s1,x,-2.8,3,x,0.1,x,0,-1,x
CCc1nn(CCCC(=O)N2CCN(c3ccc(OC)cc3)CC2)c(=O)c2cc3occc3n12,-4,-0.9,-21,0,0.0,-10,13,-3,0
Cc1ccc(S(=O)(=O)Nc2cccc3cccnc23)cc1,-3,1.7,-11,0,0.3,6,-3,3,-5
Cc1cc(C)nc(NNC(=O)c2ccccc2O)n1,-3,0.3,14,-3,0.2,0,-5,-1,-3
O=c1[nH]c(CSc2nnc(Cc3ccccc3)o2)nc2ccccc12,1,0.6,9,-1,0.2,3,-3,-2,3
CCn1c(=O)c(=O)[nH]c2cc(C(=O)NC3CCCc4ccccc43)ccc21 (centres undefined),5,4.7,18,-1,0.3,6,-6,0,7
COc1ccc(-n2c(=S)[nH]c3cc(C(=O)NCc4cccnc4)ccc3c2=O)c(OC)c1,0,3.5,-7,0,0.0,-5,-3,3,-1

# As a working copy, some entries already given:
SMILES,TPT1 inh,PP5 inh,ZTA DNA inh,Fh CTSL1 inh,Efflux pump inh,HCV core dimer,PREPL inh,PP1 inh,EBNA-1 inh
Cc1cc(C)nc(NNC(=O)c2ccccc2O)n1,-3,0.3,14,-3,0.2,0,-5,-1,-3
O=c1[nH]c(CSc2nnc(Cc3ccccc3)o2)nc2ccccc12,1,0.6,9,-1,0.2,3,-3,-2,3
CCn1c(=O)c(=O)[nH]c2cc(C(=O)NC3CCCc4ccccc43)ccc21 (centres undefined),5,4.7,18,-1,0.3,6,-6,0,7
COc1ccc(-n2c(=S)[nH]c3cc(C(=O)NCc4cccnc4)ccc3c2=O)c(OC)c1,0,3.5,-7,0,0.0,-5,-3,3,-1

# Additional entries:
SMILES,TPT1 inh,PP5 inh,ZTA DNA inh,Fh CTSL1 inh,Efflux pump inh,HCV core dimer,PREPL inh,PP1 inh,EBNA-1 inh
O=S(=O)(c1cccc(-c2cn3cccnc3n2)c1)N1CCOCC1,0,2.0,-6,0,0.1,4,-5,2,-8
COc1ccccc1C(=O)NCC(=O)N/N=C/c1ccncc1,0,-3.7,-7,0,0.0,-2,5,-2,0
CN(C)S(=O)(=O)c1ccc(N2CCCC2)c(C(=O)NCc2ccc(Cl)cc2)c1,0,5.7,0,-7,0.2,-3,16,-17,1
COC(=O)c1ccc(C2C(Oc3ccc(OC)cc3)C(=O)N2CCc2ccc(F)cc2)cc1 (centres undefined),1,0.8,-2,-2,0.1,8,-41,3,-5
Cc1cc(C)c2cc(C(=O)Nc3ccc4c(c3)OCO4)[nH]c2c1,-2,1.4,-14,-4,-0.1,-1,21,-2,-5
O=C(COC(=O)c1ccc(S(=O)(=O)N2CCCC2)cc1)Nc1cccc(F)c1,x,2.9,-4,x,-0.2,x,-2,0,x
CCC(C)NC(=O)C1CC(=O)N(CCc2ccc(F)cc2)C1 (centres undefined),1,-6.7,0,-1,0.1,-21,-13,-12,-11
COc1ccccc1S(=O)(=O)NCc1ccc(C(=O)NC(C)c2ccccn2)cc1 (centres undefined),x,1.0,-10,x,0.0,x,15,-2,x
Cc1ccccc1NS(=O)(=O)c1ccc(OCC(=O)NCc2ccco2)cc1,-2,1.8,3,3,0.0,-4,-2,2,4
O=C(Nc1ccccc1N1CCCC1)c1ccc2ccccc2c1,0,2.0,3,5,0.0,2,25,1,4
COc1cc(/C=N/N2C(C)CCCC2C)cc(OC)c1O (centres undefined),-1,-5.7,0,-1,-0.2,-21,20,2,-26
COC(=O)[C@H](C)NC(=O)NC1CCCc2ccccc21 (some centres undefined),-1,-2.7,17,2,-0.2,-1,-2,-6,8

# Looked up by structure from the list above, 3 records:
SMILES,TPT1 inh,PP5 inh,ZTA DNA inh,Fh CTSL1 inh,Efflux pump inh,HCV core dimer,PREPL inh,PP1 inh,EBNA-1 inh
CCC(C)NC(=O)C1CC(=O)N(CCc2ccc(F)cc2)C1 (centres undefined),1,-6.7,0,-1,0.1,-21,-13,-12,-11
COc1cc(/C=N/N2C(C)CCCC2C)cc(OC)c1O (centres undefined),-1,-5.7,0,-1,-0.2,-21,20,2,-26
O=C(COC(=O)c1ccc(S(=O)(=O)N2CCCC2)cc1)Nc1cccc(F)c1,x,2.9,-4,x,-0.2,x,-2,0,x
